Bioassay records from PubChem BioAssay.
SW480 rerep: induces DNA re-replication in SW480 colon adenocarcinoma cells; 1.8% of 340,000 active; SW480 DNA re-replication, Hoechst DNA content imaging, 48 h; Potency, µM (titrated, usually from 46.1 µM), inactives show top-dose re-replication activation, actives largely listed as activators; AID 624297; note: potency is the fitted concentration of half-maximal effect; % of control where 0% means no effect; nearly all actives have a fitted effect of over 55% in size
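Readout is total intensity of Hoechst-stained nuclei, excited at 405 nm and collected at 500-530 nm. Compound treatment lasted 48 hr at 37 C in 5% CO2 before staining.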
ATXN2 expr inh: ATXN2 expression inhibition; HEK-293 ATXN2-luciferase reporter, luminescence, 24 h; Potency, µM (top dose mostly 57 µM), for inactives: at the highest dose activity change, negative = inhibition, hits mostly inhibitors; 0.72% of 360,000 active; AID 1745845; note: potency is the fitted concentration of half-maximal effect; % is set by controls: 0 for no effect and ±100 for the full control effect; nearly all actives have a fitted effect of over 55% in size
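ATXN2-luciferase reporter cells (luciferase flanked by upstream and downstream ATXN2 gene portions) were treated 24 h at 37 °C with compounds at up to 57 uM. SteadyGlo luminescence gave expression; GF-AFC fluorescence gave viability.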
HT1080NT lethal: kills 2HG-producing HT-1080-NT fibrosarcoma cells. HT-1080-NT fibrosarcoma viability, CellTiter-Glo ATP luminescence, 48 h. Potency, µM (series often up to 46.1 µM), inactives show top-dose activity, negative = less viability, most hits filed as cytotoxic. 1.6% of 360,000 active;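 note: NT is the 2HG producing partner of a matched IDH1 knockdown line; potency is the fitted concentration of half-maximal effect; 0% = DMSO-treated cells and -100% = media-only wells without cells; nearly all actives have a fitted effect of over 55% in size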
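Luminescent CellTiter-Glo readout after 48 hours of compound exposure at 37 degrees C defined viability of HT-1080-NT cells. Activity was normalized to DMSO wells and cell-free media wells; concentration-response curves were fitted and assigned curve classes.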
KB-V1 cytotox: KB-V1 MDR subline cytotoxicity | KB-V1 MDR cells viability, CellTiter-Glo, 72 h | Potency, µM (series often up to 46.1 µM), inactives show at the top dose activity change, negative = cytotoxicity, usual class: cytotoxic | 3.4% of 400,000 active; note: potency is the fitted concentration of half-maximal effect; % is set by controls: 0 for no effect and ±100 for the full control effect; nearly all actives have a fitted effect of over 60% in size
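Compound-treated KB-V1 multidrug-resistant cells, 72 h, 37 degrees C; viability by CellTiter-Glo. Fitted qHTS curves give the values.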
IL-1B inflam inh: inhibitors of inflammasome signaling (IL-1 beta secretion); activity change, % at 57.5 µM; 4.7% of 360,000 active; THP-1 LPS/ATP IL-1B secretion, AlphaLISA, 16 h; stronger effect = lower value; in the data active = activity change below about -50%; inconclusive = mostly about -30% to -49%; note: % is set by controls: 0 for no effect and ±100 for the full control effect
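Secreted IL-1B measured by AlphaLISA bead assay after 16 h compound exposure of THP-1 cells; compounds (final up to 57.5 uM) added 1 h before LPS (250 ng/mL) and ATP (1.25 mM) stimulation; lower signal means less secretion.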
KB-3-1 cytotox: kills parental KB-3-1 adenocarcinoma cells; KB-3-1 viability, CellTiter-Glo ATP luminescence, 72 h; Potency, µM (top dose mostly 46.1 µM), inactives show top-dose activity change, negative = cytotoxic, hits mostly cytotoxic; 1.4% of 400,000 active; note: potency is the fitted concentration of half-maximal effect; % is set by controls: 0 for no effect and ±100 for the full control effect; nearly all actives have a fitted effect of over 60% in size
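Parental KB-3-1 viability, qHTS format: 72 h compound exposure, 37 °C; CellTiter-Glo; media-only wells and DMSO plates as controls; concentration-effect fits on corrected data.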
WRN helicase inh: blocks human WRN helicase. Q14191. WRN helicase unwinding, fluorescent forked duplex, kinetic. Potency, µM (titrated, usually from 114 µM), inactives show top-dose activity change, negative = inhibition, usual class: inhibitors. 0.46% of 360,000 active. AID 651768; note: potency is the fitted concentration of half-maximal effect; % is set by controls: 0 for no effect and ±100 for the full control effect; nearly all actives have a fitted effect of over 55% in size
Target sequence (Q14191 whole entry, looked up): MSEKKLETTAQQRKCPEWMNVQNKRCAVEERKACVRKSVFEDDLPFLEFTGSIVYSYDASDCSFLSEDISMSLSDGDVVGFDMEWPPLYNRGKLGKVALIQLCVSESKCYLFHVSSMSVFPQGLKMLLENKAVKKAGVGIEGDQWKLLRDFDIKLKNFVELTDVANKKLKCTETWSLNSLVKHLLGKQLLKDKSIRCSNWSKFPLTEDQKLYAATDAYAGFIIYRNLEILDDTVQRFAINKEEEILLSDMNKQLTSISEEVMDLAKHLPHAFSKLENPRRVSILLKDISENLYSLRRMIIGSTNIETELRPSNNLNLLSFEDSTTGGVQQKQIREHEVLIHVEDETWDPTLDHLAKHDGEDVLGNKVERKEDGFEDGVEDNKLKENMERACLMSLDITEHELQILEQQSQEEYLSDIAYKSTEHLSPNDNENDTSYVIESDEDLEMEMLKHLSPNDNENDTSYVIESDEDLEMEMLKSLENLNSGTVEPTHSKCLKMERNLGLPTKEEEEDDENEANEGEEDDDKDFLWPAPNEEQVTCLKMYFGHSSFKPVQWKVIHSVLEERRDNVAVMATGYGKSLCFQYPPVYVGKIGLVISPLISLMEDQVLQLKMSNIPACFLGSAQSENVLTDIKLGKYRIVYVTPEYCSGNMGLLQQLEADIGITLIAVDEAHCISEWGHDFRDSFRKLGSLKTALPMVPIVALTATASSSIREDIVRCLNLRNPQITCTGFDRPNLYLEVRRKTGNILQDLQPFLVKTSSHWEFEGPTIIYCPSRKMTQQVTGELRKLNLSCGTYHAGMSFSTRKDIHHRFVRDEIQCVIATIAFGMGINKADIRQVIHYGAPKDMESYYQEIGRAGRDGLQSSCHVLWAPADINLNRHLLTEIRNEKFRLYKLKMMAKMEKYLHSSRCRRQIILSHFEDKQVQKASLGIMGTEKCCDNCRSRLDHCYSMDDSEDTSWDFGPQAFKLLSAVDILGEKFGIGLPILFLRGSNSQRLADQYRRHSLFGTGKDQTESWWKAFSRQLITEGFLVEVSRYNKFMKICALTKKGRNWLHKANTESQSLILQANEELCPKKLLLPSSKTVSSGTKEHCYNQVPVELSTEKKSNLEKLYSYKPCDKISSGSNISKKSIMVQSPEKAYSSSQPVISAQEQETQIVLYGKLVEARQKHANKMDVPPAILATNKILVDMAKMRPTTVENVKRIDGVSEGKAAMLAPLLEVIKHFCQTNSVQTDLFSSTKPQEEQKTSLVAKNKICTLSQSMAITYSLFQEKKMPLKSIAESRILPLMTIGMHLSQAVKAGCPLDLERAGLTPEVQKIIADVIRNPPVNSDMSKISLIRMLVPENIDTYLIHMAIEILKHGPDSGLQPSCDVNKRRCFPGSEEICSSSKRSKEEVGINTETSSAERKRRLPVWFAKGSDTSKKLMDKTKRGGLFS
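WRN at 20 nM final preincubated with compound 15 min at room temperature; reaction started with 100 nM fluorophore/quencher forked duplex oligonucleotide and 2 mM ATP final. Unwinding followed kinetically by red fluorescence (ex 525, em 598 nm).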
HT1080 IDH1KD tx: HT-1080 IDH1 knockdown cell toxicity (counter line). HT-1080 IDH1 knockdown viability, ATP luminescence, 48 h. Potency, µM (highest dose often 46.1 µM), for the others: at the highest dose activity, negative = toxicity, hits mostly cytotoxic. 2% of 360,000 active. AID 686971;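 note: potency is the fitted concentration of half-maximal effect; 0% = DMSO wells and -100% = cell-free medium wells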
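IDH1KD HT-1080 cells, 750/well, RPMI + 5% FBS; compound pinned after 2 h settling; 48 h, 37 °C; CellTiter-Glo luminescence; % activity normalised to DMSO and no-cell wells; curves fitted, classed by r2 and efficacy.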
MCF10A rerep: DNA re-replication induction in MCF 10a cells | AID 624296 | 2.9% of 350,000 active | Potency, µM (highest dose often 46.1 µM), without a hit: at the highest dose activity, positive = re-replication, usual class: activators | MCF 10A DNA re-replication, Hoechst nuclear intensity, 48 h; note: potency is the fitted concentration of half-maximal effect; % of control where 0% means no effect; nearly all actives have a fitted effect of over 50% in size
The depositor's hits bear a star; ? = inconclusive; · = no result given; & = joins results of further samples; [ ] = remark or other dose. Unless noted, calls come from the whole dose curve; as a rule, active = well fitted curve in the direction sought with a large enough effect; inconclusive = small, poorly fitted or top-dose-only effect, or another doubt; inactive = no such curve, though single readings can be large; an effect the other way counts as inactive or inconclusive.

SMILES	SW480 rerep	ATXN2 expr inh	HT1080NT lethal	KB-V1 cytotox	IL-1B inflam inh	KB-3-1 cytotox	WRN helicase inh	HT1080 IDH1KD tx	MCF10A rerep
COc1ccc(NC(=O)Cn2nnc(-c3ccccc3NC(=O)C3CC3)n2)cc1	14%	6%	-3%	-17%	-10	-20%	-4%	-6%	?
CCc1cc(CNC(=O)CC2C(=O)NCCN2Cc2cccc(OC)c2)on1 (stereo not given)	2%	2%	-2%	0%	1	12%	-2%	2%	6%
CCOC(=O)C1=CC[C@@H](c2ccccc2)N(S(=O)(=O)c2ccc(C)cc2)[C@H]1/C=C/c1ccccc1	·	8%	7%	9%	0	0%	-16%	2%	·
Nc1nnnn1/N=C/c1ccccc1Cl	·	·	2%	-29%	-12	-1%	15%	11%	·
CCc1ccc(/C=C2\SC(=S)N(CCCC(=O)Nc3ccc(C(=O)O)cc3)C2=O)cc1	-7%	?	-2%	?	0	0%	11%	-2%	17%
O=C(Nc1nc(-c2ccco2)c(-c2ccco2)s1)c1c(F)cccc1Cl	-1%	·	-9%	-37%	-16	-8%	-15%	2%	20%
CC(C)c1onc(C(=O)Nc2cccc(O)c2)c1[N+](=O)[O-]	?	3%	16%	-14%	-12	-14%	-3%	2%	-2%
Cc1ccccc1Cn1c(C)c(C(=O)NCc2ccc(Cl)c(Cl)c2)sc1=O	·	-22%	?	?	?	-1%	-2%[57.1 µM]	?	·
Cc1ccnc(NC(=O)CCCOc2ccccc2)c1	-5%	7%	?	24%	0	19%	9%	?	1%
CC1=C(C(=O)OCC(C)C)C23C(=O)c4ccccc4C2(O1)OC(N)=C3C#N (stereo not given)	-2%	6%	3%	-22%	12	14%	-10%	-5%	-1%
COCc1c(C(=O)N2CCN(Cc3nc4ccccc4s3)CC2)oc2ccccc12	2%	6%	-6%	23µM*	26	-20%	-9%	-14%	15%
C/C(=C\C(=O)c1ccc(Br)cc1)NCc1ccc(C)cc1	-2%	1%	-7%	17%	0	-8%	-5%	-9%	-7%
CC(=O)n1nc(-c2ccccc2)cc1-c1ccccc1	-10%	82%[activator]	-21%	-4%	8	-2%	2%	-26%	11%
Cc1cc2c(=O)n(C)c(SCC(=O)Nc3cccc(F)c3)nc2s1	-12%	-30%	-11%	-28%	-24	25%	0%	-19%	3%
CC(=O)NC12CC3CC(C1)CC(C(=O)OCC(=O)Nc1ncc(Cl)c(C)c1Cl)(C3)C2	0%	-14%	-13%	1%	39	3%	?	-2%	8%
COc1ccc(OCC(=O)Nc2ccc(S(=O)(=O)N3CCCCC3)cc2)cc1	-10%	7%	30%	0%	7	5%	0%	17%	10%
CCOc1cc(C(=O)Oc2cc(C)[nH]c(=O)c2[N+](=O)[O-])cc(OCC)c1OCC	-1%	·	7%	0%	3	1%	3%	5%	-2%
O=C(O)c1cnn2cc(-c3[nH]ncc3[N+](=O)[O-])cnc12	-1%	-5%	12%	6%	0	12%	-6%	8%	-2%
CC(C)C(=O)Nc1nnc(S(=O)(=O)N2CCCCCC2)s1	-11%	-4%&10%	15%	39%&9%	-5	8%&19%	-3%	8%	8%
CC1CCC(=NNS(=O)(=O)c2ccc([N+](=O)[O-])cc2)CC1 (stereo not given)	0%	-2%	20%	20%	1	5%	-4%	19%	-2%
CCCN(CCC)S(=O)(=O)c1cccc(-c2csc(C)n2)c1	1%	-15%	-1%	?	-55*	-7%	-15%	1%	-1%
COC(=O)C1C(O)CCC2CN3CCc4c([nH]c5ccccc45)C3CC21 (stereo not given)	-5%	-1%	6%	-1%	3	-2%	4%	-7%	-3%
CCCN1C(=O)CC(Sc2ncccc2C(=O)O)C1=O (stereo not given)	-9%	·	4%	0%	-3	2%	2%	-4%	0%
N#Cc1cc(-c2ccccc2)oc1/N=C/c1ccccc1O	-7%	?	6%	-9%	-5	14%	-4%	7%	1%
Nc1nonc1-n1nnc(C(=O)N/N=C/c2ccco2)c1-c1ccccc1	1%	-2%	9%	?	25	4%	5%[57.1 µM]	-7%	-5%
O=c1[nH]c2cc(C(F)(F)F)ccc2n1-c1cc(C(F)(F)F)ccc1O	2%	-17%	-6%	6%	1	0%	-11%	-18%	4%
CCCS(=O)(=O)N1CCN(CCCc2ccccc2)CC1	-1%	9%	-1%	?	8	-3%	3%	-3%	1%
CCN(CC)C(=O)c1[nH]cnc1C(=O)Nc1ccc(Cl)cc1	-5%	9%	7%	1%	-9	17%	-6%	6%	11%
Cc1cccc(C)c1NC(=O)C1(C)CCC(=O)N1CCOc1ccccc1 (stereo not given)	·	-6%	23%	12%	26	0%	-4%	?	·
COc1cccc(Cn2nnc3c(=O)[nH]c(C4CCCN(C(=O)c5ccccc5Cl)C4)nc32)c1 (stereo not given)	-6%	1%&-8%	-14%	0%&11%	-10	0%&-8%	-2%	-15%	-8%
CC(OC(=O)c1cc(S(=O)(=O)Nc2ccc(F)cc2)ccc1Cl)C(=O)Nc1ccc2c(c1)OCCO2 (stereo not given)	?	1%	-8%	-3%	?	12%	?	-20%	?
COc1ccc(NC(=O)/C(=C\c2ccncc2)NC(=O)c2ccccc2)cc1	-89%[inhibitor]	-22%	26%	2%	2	-8%	-3%	18%	-39%[inhibitor]
O=C(Nc1cc2cccc([N+](=O)[O-])c2oc1=O)c1cccs1	-31%[inhibitor]	4%	-2%	4%	0	0%	1%	19%	-10%
COc1cccc(C(C)=C2SC(=S)NC2=O)c1	-3%	5%	10%	21µM*	2	7%	-17%	7%	5%
CCOc1ccc(NC(=O)CN(C)C(=O)c2cc(C)oc2C)cc1OCC	-4%	-1%	4%	-16%	-1	0%	-3%	-1%	3%
COc1ccc(CC(NC(C)=O)C(=O)NC2CCN(S(=O)(=O)c3ccccc3)CC2)c(OC)c1 (stereo not given)	-2%	-17%	1%	5%	-19	1%	-2%	1%	-2%
CCOc1ccc(NC(=O)CN(C)C(=O)c2ccc(C)o2)cc1OCC	-17%	8%	18%	4%	11	9%	7%	24%	-1%
CC(C)CN(C(=O)c1cccc(S(=O)(=O)N2CCN(C)CC2)c1)C1CCS(=O)(=O)C1 (stereo not given)	-1%	5%	1%	6%	-2	-10%	11%	6%	0%
COc1ccc(NS(=O)(=O)c2cccc(C(=O)NC3CCC(O)CC3)c2)cc1 (stereo not given)	-1%	-8%	3%	·	29	·	-4%	5%	6%
O=C1Cc2ccccc2Sc2ccc(Cl)cc21	-1%	10%	-12%	3%	9	0%	2%	-11%	22%

A portion of the results above:
SMILES	SW480 rerep	ATXN2 expr inh	HT1080NT lethal	KB-V1 cytotox	IL-1B inflam inh	KB-3-1 cytotox	WRN helicase inh	HT1080 IDH1KD tx	MCF10A rerep
O=C(Nc1cc2cccc([N+](=O)[O-])c2oc1=O)c1cccs1	-31%[inhibitor]	4%	-2%	4%	0	0%	1%	19%	-10%
COc1cccc(C(C)=C2SC(=S)NC2=O)c1	-3%	5%	10%	21µM*	2	7%	-17%	7%	5%
CCOc1ccc(NC(=O)CN(C)C(=O)c2cc(C)oc2C)cc1OCC	-4%	-1%	4%	-16%	-1	0%	-3%	-1%	3%

The list goes on:
SMILES	SW480 rerep	ATXN2 expr inh	HT1080NT lethal	KB-V1 cytotox	IL-1B inflam inh	KB-3-1 cytotox	WRN helicase inh	HT1080 IDH1KD tx	MCF10A rerep
CC1C/C(=C/c2ccccn2)C(=O)/C(=C/c2ccccn2)C1 (stereo not given)	0.29µM*	?	0.65µM*	11%	-54*	?	?	0.58µM*	2.3µM*
O=C(Nc1nc2ccccc2s1)c1cc(-c2ccccc2)nn1-c1ccccc1	14%	67%[activator]	-29%	21µM*	-14	?	-6%	?	?
Cc1nc2ccccc2c(=O)n1NC(=O)c1c(O)c2c(n(CC(C)C)c1=O)CCCC2	?	-23%	20µM*	?	-2	?	-10%	?	?
CC(C)Cn1c2ccccc2c2cc(C(=O)O)ccc21	-2%	-6%	5%	30%	22	-3%	7%	-2%	-24%
COc1ccc(-c2nc(C(=O)NCC3CCCO3)cc3c2[nH]c2ccccc23)cc1 (stereo not given)	?	?	-20%	?	?	?	-9%	-28%	?
CCN(c1ccccc1)S(=O)(=O)c1cc(C(=O)NCc2ccccn2)ccc1C	3%	-1%	0%	?	-10	-16%	-17%	-4%	4%
COc1ccc(NC(=O)CNC(=O)c2cccs2)cc1Cl	-1%	9%	20%	2%	?	9%	-2%	23%	1%
CCC/C(=N/NC(=O)c1cccc(Cl)c1)c1ccccc1	2%	12%	3%	?	-7	1%	0%	1%	16%
COc1ccc(Cl)cc1Nc1nc(C)nc2c1nnn2Cc1ccccc1	1%	-5%	15%	-18%	36	-3%	6%	18%	?
O=c1c2ccccc2nc2n1CC/C2=C/N1CCN(c2cccc(C(F)(F)F)c2)CC1	1%	-10%	?	4%	19	-1%	?	0%[9.24 µM]	-5%
c1ccc(CCN(Cc2ccccc2)C2CCN(C3CCCC3)CC2)cc1	-2%	-21%	-7%	-17%	-4	0%	-10%	15%	22%
CC1=C(C/C=C(\C)CCC[C@H](C)CCC[C@H](C)CCCC(C)C)C(=O)c2ccccc2C1=O	-7%	6%&0%	1%	1%	14	0%	2%	3%	?
Cc1cnc(C(=O)OCC(=O)c2ccc(C)s2)cn1	-11%	·	1%	13%	9	1%	0%	-8%	1%
COc1ccc(S(=O)(=O)Nc2ccc(S(=O)(=O)NCC3CCCO3)cc2)cc1 (stereo not given)	-8%	3%	2%	10%	-16	-6%	6%	0%	-5%
C=CCN(c1ccc(Cl)cc1)S(=O)(=O)c1cccc(C(=O)OCC(=O)N(C)C)c1	-11%	·	7%	20%	29	4%	2%	2%	-5%
O=C(NCCCN1CCCC1=O)c1cccc(S(=O)(=O)N2CCCCC2)c1	-10%	4%	9%	9%	-12	11%	3%	9%	-5%
